AID inhibitor: inhibitors of human activation induced cytidine deaminase | Q9GZX7 | AID deamination FRET fluorescence, UDG-coupled, 4 h | Potency, µM (series often up to 115 µM), without a hit: at the top dose activity change, negative = inhibition, hits mostly inhibitors | actives 0.32% (n = 91,000) | AID 1347428; also: nearly all actives have a fitted effect of over 25% in size
Target sequence (Q9GZX7 whole entry, looked up): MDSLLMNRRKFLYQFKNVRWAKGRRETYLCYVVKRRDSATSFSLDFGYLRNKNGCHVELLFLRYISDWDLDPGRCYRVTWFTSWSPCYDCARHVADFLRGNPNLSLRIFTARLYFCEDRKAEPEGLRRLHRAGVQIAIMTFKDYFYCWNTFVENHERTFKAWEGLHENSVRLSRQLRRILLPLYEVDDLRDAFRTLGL
UDG counter: UDG inhibition counter-screen. FRET deamination/UDG coupled assay, UDG read, 4 h. Potency, µM (doses to about 115 µM), without a hit: top-dose activity change, negative = inhibition, usual class: inhibitors. actives 0.14% (n = 91,000). AID 1347430; also: nearly all actives have a fitted effect of over 65% in size
The depositor's hits bear a star; ? = inconclusive; [ ] = dose if it differs, or a comment. Calls follow the shape of the dose curve; as a rule, active = well fitted curve in the direction sought with a large enough effect; inconclusive = small, poorly fitted or top-dose-only effect, or another doubt; inactive = no such curve, though single readings can be large; an effect the other way counts as inactive or inconclusive. % is scaled to controls: 0 for no effect and ±100 for the full control effect; potency is read from the fitted curve at half-maximal effect. The list is partial; rates above refer to the full screens.

Values run as follows: AID inhibitor | UDG counter
- CCOc1ccccc1-n1nnnc1SCC(=O)NCC1(N2CCOCC2)CCCCC1
  -21.0% | -3.0%
- NS(=O)(=O)c1cccc(NC(=O)c2ccc3ccccc3n2)c1
  -1.8% | 6.0%
- O=C(/C=C/c1cccnc1)NCCc1cccc2ccccc12
  -8.4% | -7.6%
- COc1cccc(Cn2c(=O)n(CC3CCC(C(=O)N4CCOCC4)CC3)c(=O)c3sccc32)c1 (configuration not stated)
  -9.2% | 6.2%
- COCCc1nn2c(=O)cc(COC(=O)COc3ccc(F)cc3)nc2s1
  47.2%[activator] | -7.3%
- CCOc1ccc2c(c1)NC(c1cccs1)=NC(c1ccc(F)cc1)=N2
  0.6% | 3.0%
- CN(C)CCn1cc(C(=O)c2ccccc2O)cc1-c1nc2ccccc2c(=O)[nH]1
  0.0% | -1.5%
- Cc1cc(C)cc(OCC(=O)OCC(=O)c2ccc3c(c2)OCO3)c1
  21.1% | -7.5%
- O=C(NCCc1ccccn1)c1ccc2c(c1)-c1ccccc1C2
  -12.4% | -9.9%
- Cc1[nH]c2ccccc2c1C(=O)C(=O)NCC1CCC1
  -10.1% | -8.9%
- COc1cc(/C=N/O)cc(Br)c1OC(C)C
  0.5% | 2.7%
- C/C(=N/Nc1ccc(S(N)(=O)=O)cc1[N+](=O)[O-])c1ccc(C#N)cc1
  -11.0% | -8.3%
- CCOC(=O)c1cc2c(=O)n3ccccc3nc2n(CCCOC)c1=NC(=O)C(C)Oc1ccccc1 (configuration not stated)
  24.2% | 3.9%
- Cc1ccc(NC(=O)c2ccc(F)c(S(=O)(=O)N3CCc4ccccc4C3)c2)cc1F
  19.9% | -4.8%
- CCC(=O)Nc1ccc2nc(SCc3ccccc3)sc2c1
  -2.5% | -4.8%

Values run as follows: AID inhibitor | UDG counter
- COc1ccccc1CNc1nc2ccccc2c2nc(-c3cccnc3)nn12
  1.2% | ?
- COc1ccc(C2=C(C)C(=O)N(Cc3ccc(C(=O)Nc4cc(C)ccc4C)cc3)S2(=O)=O)cc1
  -6.4% | 0.0%
- CS(=O)(=O)c1cccc(OCCOc2ccc(F)cc2)c1
  -3.1% | -4.6%
- Cc1c(Cl)cccc1-n1ncc(C(=O)N2CCN(c3ncccn3)CC2)c1C1CCN(C(=O)OC(C)(C)C)CC1
  -25.6% | -8.5%
- COc1cccc(C(=O)Oc2ccc(C(=O)COC(=O)c3ccco3)cc2)c1
  3.8% | -1.0%
- CC1C(=O)Nc2ccc(S(=O)(=O)N3CCCCC3)cc2NC1=O (configuration not stated)
  63.4% | -12.9%[57.5 µM]
- O=C(NCCc1ccccc1)c1ccc2c(c1)N(Cc1ccc(F)cc1Cl)C(=O)CS2
  3.3% | 10.9%
- COc1ccc(C2CCCN2C(=O)c2nn(C)c(=O)c3ccccc23)cc1 (configuration not stated)
  -0.9% | -9.2%
- Cc1cc(C)c(NC(=O)Cn2nc(-c3ccncc3)ccc2=O)c(C)c1
  21.0%[57.5 µM] | -5.8%[57.5 µM]
- CC(C)c1ccc2oc(-c3cc(NC(=O)c4cccnc4)ccc3Cl)nc2c1
  ? | -19.8%
- COc1ccccc1NC(=O)C1CCCN(S(C)(=O)=O)C1 (configuration not stated)
  1.6% | 0.0%
- N#Cc1ccc(S(=O)(=O)N2CCN(c3nc(-c4cccs4)nc4ccccc34)CC2)cc1
  -8.4% | -3.5%
- Cc1cc2oc(C(=O)Nc3ccc4c(c3)N(C)C(=O)CO4)c(C)c2cc1C
  3.8% | -6.7%
- CCOc1ccc(-c2cc(=O)c3ccc(NC(=O)c4ccccc4Cl)cc3o2)cc1
  -0.5% | 0.0%
- Cc1ccc(Cl)cc1N1CCN(C(c2ccc(F)cc2)c2nnc(-c3ccccc3)o2)CC1 (configuration not stated)
  -6.6% | -8.9%

Values run as follows: AID inhibitor | UDG counter
- O=C(Nc1nnc(S(=O)(=O)Nc2ccccc2)s1)c1ccccc1Cl
  ? | 11.1%
- COc1ccc(OCc2nc(C#N)c(NCc3ccco3)o2)cc1
  -5.7% | -13.6%
- N#Cc1nc(COc2ccccc2)oc1NCCc1ccccc1
  1.6% | 2.3%
- Cc1ccc(CNS(=O)(=O)c2ccc3c(c2)N(C)CCO3)cc1
  -2.9% | -6.5%
- CC1=C(C(=O)Nc2ccccc2)C(c2ccc(Br)cc2)NC(=S)N1 (configuration not stated)
  -1.5% | -1.2%
- CCN1CCN(Cc2nc3cc(NC(=O)c4cccc([N+](=O)[O-])c4)ccc3n2CC)CC1
  13.9% | -1.5%
- CC(=O)Nc1cccc(NC(=O)Cc2nn(C)c(=O)c3ccccc23)c1
  -13.2% | -7.8%
- O=C(CSc1nc(O)c(C/C=C/c2ccccc2)c(=O)[nH]1)Nc1cccc(F)c1
  0.3% | -6.5%
- Cc1cc(Br)ccc1SCC(=O)O
  -5.8% | -5.2%
- Cn1c(=O)c2sccc2n2c(CCC(=O)N3CCN(c4cccc(Cl)c4)CC3)nnc12
  -19.0% | -8.3%
- CCCn1c(C)cc(C(=O)Cn2nc(C)c(C)c(C#N)c2=O)c1C
  21.7% | -0.3%
- CCOC(=O)c1ccc2ncc(C(=O)OCC)c(NCCCOC(C)=O)c2c1
  -8.4% | 5.6%
- O=C(O)c1ccc(/C=N/NC(=O)C2CC2)cc1
  0.2% | -1.7%
- COc1ccc(/C=C(\C#N)c2nc3ccccc3[nH]2)cc1OC
  50.4%[activator] | -4.9%
- COc1ccc(CNC(=O)c2ccc(NC(=O)N3CCSc4nc(C)cc(C)c43)cc2)c(OC)c1
  -1.6% | 9.1%

Values run as follows: AID inhibitor | UDG counter
- CCCc1nnc2sc(-c3ccc(OC)cc3)nn12
  -11.1% | -2.0%
- O=C(c1ccc(Br)cc1)N1CCN(CCc2ccncc2)CC1
  -10.0% | -0.3%
- CCOC(=O)c1cc2c(=O)n3ccccc3nc2n(CC2CCCO2)c1=NC(=O)c1cccc(C)c1 (configuration not stated)
  4.8% | -22.3%
- Cc1ccccc1CS(=O)(=O)Cc1ccc(C(=O)NCCc2ccccc2)o1
  -0.5% | -11.5%
- COc1ccc(N2CCN(c3ccc(-c4nc(-c5ccccc5C)no4)cc3[N+](=O)[O-])CC2)cc1
  -2.2% | -13.4%
- CSCCC(=O)NCCc1ccsc1
  -1.8% | -3.5%
- CCCCCn1c(SCc2ccccc2Cl)nc2c1c(=O)[nH]c(=O)n2C
  -23.6% | -15.8%
- CCC(CC)NC(=O)Nc1cc(Cl)ccc1C
  -6.1% | -2.9%
- Cc1ccc(C)c(NC(=O)CSc2nncn3c2cc2sccc23)c1
  -9.9% | 5.7%
- Cc1ccc2c(C(=O)O)cc(C)nc2c1
  10.1% | -1.4%
- CCN(CC)C(=O)Cn1nnnc1-c1ccc(Br)cc1
  1.7% | -0.7%
- CC(=O)N(Cc1cccnc1)c1nc2cc(C)cc(C)c2s1
  ? | 17.1%
- O=C(COC(=O)c1n[nH]c(=O)c2ccccc12)NC(=O)Cc1ccccc1
  -1.2% | -11.8%
- COc1ccc(-n2c(/C=C/c3ccccc3F)nc3cc(OC)c(OC)cc3c2=O)cc1Cl
  12.1% | 43.6%[activator]
- CCc1ccc(/C=C2\CCc3ccccc3C2=O)cc1
  -16.9% | -10.8%

Values run as follows: AID inhibitor | UDG counter
- O=C(Cc1cccs1)N(Cc1ccncc1)C1CC1
  8.1% | -3.8%
- Cc1ccc(C(=O)OCC(=O)c2c[nH]c3ccccc23)s1
  -0.5% | -1.5%
- Cc1cccc(Cn2cc(C(=O)c3ccccc3)c(=O)c3cc4c(cc32)OCO4)c1
  ? | -15.0%
- CCn1c(=O)cc(OCC(=O)N2CCN(c3cccc(Cl)c3)CC2)c2ccccc21
  ? | -5.7%
- Cc1ccc(NN)c([N+](=O)[O-])c1
  5.7% | 4.5%
- C=CCn1c(COc2ccc(C(C)(C)C)cc2)n[nH]c1=S
  -3.3% | 3.9%
- CC(C)CC(=O)N1c2nc(C(C)C)nn2C2(CCCCC2)[C@@H]2CCCC[C@@H]21
  -3.8% | -2.7%[57.5 µM]
- Cc1ccsc1C=Nc1ccc(Cc2ccc(N=Cc3sccc3C)cc2)cc1
  -0.3% | -16.6%
- COc1cc(OC)cc(C(=O)Nc2ccc3c(c2)n(C)c(=O)c(=O)n3C)c1
  121.8%[activator] | 18.9%
- COc1cccc(NC(=O)c2ccc3nc(CCc4ccccc4)oc3c2)c1
  -1.9% | -8.4%
- COc1cccc(C(=O)Nc2cccc(-c3nncn3C)c2)c1
  -0.1% | -8.7%
- Cc1nc2ccc(S(=O)(=O)N(CC(=O)Nc3cccc(C)c3C)Cc3ccccc3)cc2s1
  -12.2% | -1.4%
- Cc1ccnc(NC(=O)COc2c(C)[nH]ccc2=O)c1
  0.8% | 1.4%
- Nc1nccnc1C(=O)NCCSC1CCCC1
  -5.6% | -7.3%
- CC(C)(C)C(=O)N1CCN(CCNc2cc(=O)oc3ccccc23)CC1
  -2.2% | 1.4%

Values run as follows: AID inhibitor | UDG counter
- c1ccc(OCCN2CCC(c3nc4ccccc4s3)CC2)cc1
  -8.7% | -2.7%
- Cc1ccc(-n2ncc3c(NCCCN4CCOCC4)ncnc32)cc1
  26.2% | 0.0%
- CC(Sc1nc(=O)cc(N)n1CCc1ccccc1)C(=O)Nc1cccc(Cl)c1 (configuration not stated)
  ? | -5.4%
- Cc1ccc(S(=O)(=O)N2CCC3(CC2)N=C(c2cccs2)C(=O)N3)cc1
  2.0% | -4.9%
- Cc1ccc(C)c(NC(=O)C(Cc2ccccc2)n2cccc2)c1 (configuration not stated)
  -9.8% | -7.2%
- Cc1ccc(CNC(=O)CSc2nc3ccsc3c(=O)n2-c2ccc(C(=O)O)cc2)cc1
  4.5% | 4.6%[57.5 µM]
- CCCCN(C)S(=O)(=O)c1ccc(NC2=NS(=O)(=O)c3ccccc32)cc1
  4.3% | 22.9%
- CC(C)[C@H](NC(=O)c1ccccc1F)C(=O)Nc1cccc(S(=O)(=O)N2CCCCC2)c1
  -14.9% | -1.6%
- C#CCSc1nc2sc3c(c2c(=O)n1Cc1ccccc1)CCCC3
  11.6% | 21.0%
- Clc1ccc(-n2c(Cc3ccccc3)nnc2SCc2nc(-c3cccs3)no2)cc1
  ? | ?
- COc1ccc(C)cc1CNCc1ccco1
  0.0% | 4.9%
- COc1ccccc1/C=C/c1nc(C#N)c(NCc2ccccc2)o1
  ? | -16.7%
- COc1ccc(-c2nnc3n2N(C(C)=O)C(c2ccc(OC(F)F)cc2)=C(C(C)=O)S3)cc1
  10.1% | 0.0%
- CCCCc1c(C)[nH]n(-c2nc(C)c(C(=O)Nc3ccccc3)s2)c1=O
  36.5% | -1.0%
- Cc1nn(CC(=O)NC(C)c2ccccc2)c(=O)c2ccccc12 (configuration not stated)
  2.8% | 2.0%
- COC(=O)C1C(=O)CC(C)(O)C(C(=O)OC)C1c1cccc(Br)c1 (configuration not stated)
  -2.5% | 5.5%
- COc1ccc(S(=O)(=O)N(Cc2nc(-c3ccc(Cl)cc3)no2)C2CCCCC2)cc1
  -15.4% | -10.0%

Bioassay records from PubChem.
